Tau fibril ThT – qHTS for Inhibitors of Tau Fibril Formation, Thioflavin T Binding; AID 1460, 2008; Microtubule-associated protein tau (Homo sapiens), P10636; Potency, µM (titrated, usually from 57.4 µM), for inactives: at the highest dose activity, negative = inhibition, hits mostly inhibitors; recombinant tau K18 P301L, heparin-induced fibrillization, ThT fluorescence; 270,000 compounds, 2.1% hits; further: on the % scale 0 is the no-effect control and ±100 the full control effect; nearly all actives have a fitted effect of over 55% in size
Target sequence (P10636 561-689 P618L limits assumed): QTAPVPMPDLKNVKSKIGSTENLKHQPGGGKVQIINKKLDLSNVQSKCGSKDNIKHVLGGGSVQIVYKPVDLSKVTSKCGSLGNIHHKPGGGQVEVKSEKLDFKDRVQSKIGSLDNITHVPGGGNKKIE
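Tau K18 P301L fragment (15 uM unlabeled plus 0.24 uM Alexa 594-labeled) in 100 mM sodium acetate pH 7 with compound, fibrillization induced by 20 uM heparin for 6 hr at 37 C. Thioflavin T (30 uM) added, fluorescence read after 1 hr (ex 450, em 510 nm).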
RECQ1 helicase – qHTS Assay for Inhibitors of RecQ-Like Dna Helicase 1 (RECQ1). 240,000 compounds, 0.54% hits. Potency, µM (top dose mostly 57.3 µM), without a hit: top-dose activity, negative = inhibition, hits mostly inhibitors. AID 2549, 2010. ATP-dependent DNA helicase Q1 (Homo sapiens), P46063. RECQ1 DNA unwinding, red fluorescence kinetic read;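 further: plate controls were vehicle for no effect and no enzyme for full effect; nearly all actives have a fitted effect of over 30% in size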
Target sequence (P46063 whole entry, looked up): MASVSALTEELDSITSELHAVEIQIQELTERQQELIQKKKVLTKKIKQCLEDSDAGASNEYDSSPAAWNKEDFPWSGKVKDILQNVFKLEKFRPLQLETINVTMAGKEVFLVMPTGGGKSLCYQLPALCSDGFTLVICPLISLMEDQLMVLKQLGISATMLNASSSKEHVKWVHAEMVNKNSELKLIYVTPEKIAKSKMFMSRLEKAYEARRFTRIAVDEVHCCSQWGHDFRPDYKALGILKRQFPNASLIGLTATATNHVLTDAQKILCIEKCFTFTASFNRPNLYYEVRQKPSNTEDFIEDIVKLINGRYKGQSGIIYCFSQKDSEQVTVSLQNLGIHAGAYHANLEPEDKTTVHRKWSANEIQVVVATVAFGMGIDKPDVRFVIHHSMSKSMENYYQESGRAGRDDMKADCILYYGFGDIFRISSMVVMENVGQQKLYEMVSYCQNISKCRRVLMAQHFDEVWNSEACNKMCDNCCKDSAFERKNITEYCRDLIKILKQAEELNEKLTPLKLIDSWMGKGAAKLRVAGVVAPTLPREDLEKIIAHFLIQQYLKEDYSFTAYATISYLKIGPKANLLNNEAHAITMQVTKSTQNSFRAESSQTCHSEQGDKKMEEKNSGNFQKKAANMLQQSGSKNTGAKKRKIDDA
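50 nM RECQ1T1 preincubated 15 min with compound in Tris pH 8.0 buffer with MgCl2, DTT, Tween-20 and 2.5 ug/ml poly(dI-dC); started with 200 nM TAMRA/BHQ-2 forked duplex and 2 mM ATP. Unwinding read as fluorescence (525/598 nm), two reads 2 h apart.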
L3MBTL1 inh – qHTS Assay for the Inhibitors of L3MBTL1; Lethal(3)malignant brain tumor-like protein 1 (Homo sapiens), Q9Y468; AlphaScreen L3MBTL1–H3K9me1 peptide binding; 230,000 compounds, 0.66% hits; Potency, µM (doses to about 57.1 µM), for inactives: top-dose activity, negative = inhibition, most hits filed as inhibitors; further: on the % scale 0 is the no-effect control and ±100 the full control effect; nearly all actives have a fitted effect of over 60% in size
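First, the protein-peptide complex forms for 30 min at room temperature (L3MBTL1 50 nM, biotinylated H3K9me1 peptide 75 nM). Next, compounds are pin-transferred and incubated 30 min. Finally, AlphaScreen beads are added and read after 30 min.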
HTT ATP protect – qHTS Multiplex Assay to Identify Dual Action Probes in a Cell Model of Huntington: Cytoprotection (ATP); Potency, µM (top dose mostly 56.4 µM), for the others: cytoprotection (ATP increase), most hits filed as activators; 230,000 compounds, 0.14% hits; PC12 HTT-Q103 induced, cytoprotection, ATP luminescence, 40 h; AID 1471, 2008;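 further: % of control where 0% means no effect; nearly all actives have a fitted effect of over 45% in size; toxic huntingtin expression switched on by the ecdysone agonist tebufenozide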
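Stable PC12 Q103-GFP cells in serum-supplemented, phenol red-free DMEM; induction by tebufenozide at 100 nM final; compound dose series; cell viability quantified luminescently from ATP.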
TR SRC2 fluor cs – Total Fluorescence Counterscreen for Inhibitors of the Interaction of Thyroid Hormone Receptor and Steroid Receptor Coregulator 2. TRb/SRC2 Texas Red total fluorescence interference. Potency, µM (doses to about 106 µM), for inactives: at the highest dose fluorescence change, negative = quenching. 280,000 compounds, 0.29% hits; active means well fitted curve in either direction with a large enough effect; inconclusive means small, poorly fitted or top-dose-only effect; further: on the % scale 0 is the no-effect control and ±100 the full control effect
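Flags fluorescent or light-absorbing compounds by total fluorescence, S + 2P, at 555 nm excitation and 632 nm emission. Mixture: 20 nM Texas Red SRC2 peptide, 0.6 uM human TRb LBD, 1 uM T3, 5% DMSO; compound exposure 5 h at ambient temperature.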
Tau FP inhib – qHTS for Inhibitors of Tau Fibril Formation, Fluorescence Polarization; Microtubule-associated protein tau (Homo sapiens), P10636; K18 P301L tau heparin fibrillization, Alexa594 FP, 6 h; Potency, µM (top dose mostly 57.7 µM), for the others: at the top dose activity, negative = inhibition, most hits filed as inhibitors; 280,000 compounds, 0.39% hits; further: on the % scale 0 is the no-effect control and ±100 the full control effect; nearly all actives have a fitted effect of over 55% in size
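Steps: dispense K18 P301L tau (15 uM plus 0.24 uM Alexa 594 tracer, final) in pH 7 sodium acetate; add compound; add heparin (20 uM final); incubate 6 hr, 37 C; add ThT (30 uM final); after 1 hr ambient, read FP.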
TRb SRC2 PPI – qHTS for Inhibitors of the Interaction of Thyroid Hormone Receptor and Steroid Receptor Coregulator 2; TRbeta-SRC2 peptide binding, fluorescence polarization; receptor liganded with 1 µM T3; Thyroid hormone receptor beta (Homo sapiens), P10828; AID 1469, 2008; 280,000 compounds, 0.065% hits; Potency, µM (titrated, usually from 106 µM), inactives show top-dose activity change, negative = inhibition, usual class: inhibitors;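 further: plate controls were bound peptide for no effect and peptide without receptor for full effect; nearly all actives have a fitted effect of over 50% in size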
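Decrease in fluorescence polarization of 20 nM Texas Red SRC2 coactivator peptide flagged inhibition of its binding to 0.6 uM TRb LBD; 1 uM T3 included, incubation 5 hr, ex 555/em 632 nm.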
Tau fluor counter – Counterscreen qHTS for Inhibitors of Tau Fibril Formation, Fluorescence Polarization; tau K18 P301L (four-repeat tau fragment) Alexa594 fluorescence, heparin fibrillization; Potency, µM (doses to about 57.7 µM), without a hit: top-dose activity change, negative = decrease; 280,000 compounds, 0.93% hits; further: on the % scale 0 is the no-effect control and ±100 the full control effect; nearly all actives have a fitted effect of over 55% in size
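Human K18 P301L tau (15 uM unlabeled plus 0.24 uM Alexa 594-labeled, final) in 100 mM sodium acetate pH 7 was mixed with compound and 20 uM heparin and incubated 6 hr at 37 C.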
* marks the source's active call; other numbers are inactive results; i = inactive; u = inconclusive; x = no result given; [ ] = another dose, or the depositor's remark. Unless noted, the call rests on the fitted dose curve; in most records, active means well fitted curve in the direction sought with a large enough effect; inconclusive means small, poorly fitted or top-dose-only effect, or another doubt; inactive means no such curve, though single readings can be large; an effect the other way counts as inactive or inconclusive. Potency means the concentration at half of the fitted maximal effect.

structure	L3MBTL1 inh	TR SRC2 fluor cs	Tau FP inhib	TRb SRC2 PPI	RECQ1 helicase	HTT ATP protect	Tau fluor counter	Tau fibril ThT
c1coc(-c2nc3nc4ccccc4nc3n2-c2ccc3c(c2)OCCO3)c1	4.9%	-7.5%	9.8%	5.5%	3.1%	-62.1%[inhibitor]	3.5%	-13.8%
Cc1cccc(N2C(=O)C3C4CC(=O)C(c5ccccc54)C3C2=O)c1C (stereo unspecified)	-14.9%	-4.1%	1.6%	-1.5%	i	x	10.0%	9.8%
COCCNc1ccc(-c2nc(-c3ccccn3)no2)cc1[N+](=O)[O-]	x	-1.1%	-13.9%	4.4%	x	x	u	-7.5%
CC(C)(C)OC(=O)NCCCC[C@H](NC(=O)c1nc[nH]c1C(=O)N1CCc2ccccc2C1)C(=O)OC(C)(C)C	x	1.5%	4.1%	0.9%	i	-3.9%[10 µM]	-3.3%	-0.7%
CCOC(=O)C(C)Sc1nnc(NC(=O)c2ccc(C)c([N+](=O)[O-])c2)s1 (stereo unspecified)	5.0%	-5.2%	12.7%	-2.4%	-9.3%	2.3%[10 µM]	-14.4%	u
CC(C)CCNC(=O)Cc1csc(-c2ccccc2)n1	x	-1.3%	3.5%	-4.7%	-0.4%	-4.7%	-8.6%	-1.3%
CCOC(=O)/C(C#N)=C/c1cn(CCC(=O)O)nc1-c1ccc(Cl)cc1	1.1%	-1.4%	4.2%	3.7%	-1.0%	9.2%[10 µM]	3.1%	1.4%
O=C(CC1SC(=O)N(Cc2ccc(Cl)cc2)C1=O)Nc1nccs1 (stereo unspecified)	4.9%	-0.1%	1.0%	4.3%	-8.1%	-3.8%[10 µM]	-3.6%	-2.5%
Cc1ccc(/C=N/NC(=O)CCCOc2ccc(Cl)cc2Cl)cc1[N+](=O)[O-]	x	-5.8%	-13.1%	-1.6%	13.8%	0.6%	u	u
Cc1cc(C)n2nc(SCC(=O)NCc3ccco3)nc2n1	5.0%	0.3%	0.1%	-19.0%	i	-19.6%	-8.2%	-4.6%
Cc1cc(NC(=O)CSc2nc(C(C)C)nc3c2c(=O)n(C)c(=O)n3C)no1	1.9%	-1.4%	u	-2.6%	-7.7%	-7.9%	0.1%	-3.9%
CCOc1cc(Br)c(C(=O)O)cc1OC	x	3.5%	-12.2%	-0.7%	-3.2%	-1.5%	-2.9%	1.8%

Following part:
structure	L3MBTL1 inh	TR SRC2 fluor cs	Tau FP inhib	TRb SRC2 PPI	RECQ1 helicase	HTT ATP protect	Tau fluor counter	Tau fibril ThT
CCOC(=O)c1cccc(NC(=O)N2CCOCC2)c1	-5.8%	-0.8%	-13.7%	6.0%	i	3.8%[10 µM]	-19.9%	-8.5%
CCOc1ccc(C(=O)C(c2ccccc2)N2CCOCC2)cc1 (stereo unspecified)	-1.5%	2.0%	2.4%	2.5%	-2.3%	-2.1%[10 µM]	6.1%	4.8%
CCOC(=O)N1CCC(Nc2c(NCCN3CCN(Cc4ccccc4)CC3)c(=O)c2=O)CC1	2.3%	-4.7%	2.1%	-6.4%	0.5%	8.0%[10 µM]	-13.7%	-13.1%
O=C(NCc1cccnc1)Nc1cccc(NC(=O)NCc2cccnc2)c1	u	2.6%	-7.6%	-2.8%	6.0%	-8.5%	2.2%	11.2%
CCN1C(=O)CC(N2CCC(c3nc4ccccc4[nH]3)CC2)C1=O (stereo unspecified)	9.1%	-0.1%	-5.1%	-2.0%	-0.8%	-6.5%	2.0%	-1.2%
O=C(c1ccccc1C(=O)N1CCN(c2ccccc2)CC1)N1CCN(c2ccccc2)CC1	-12.6%	-1.5%	14.5%	-6.0%	0.4%	6.4%[10 µM]	-1.6%	-12.5%
CCN(CCCNC(=O)C1CCC(=O)N1Cc1ccccc1Cl)c1cccc(C)c1 (stereo unspecified)	x	-2.1%	7.9%	-3.4%	-11.2%	3.8%	-23.6%	u
CC(=O)Nc1ccc2c(c1)OCCO2	-0.5%	-5.2%	-3.4%	0.4%	-0.7%	-12.6%	-3.8%	-7.7%
CC(=O)c1cccc(NC(=O)c2cnn(-c3cccc(C)c3)c2-n2cccc2)c1	x	-0.9%	-14.1%	5.3%	x	x	-14.1%	5.4%
COc1ccc(-c2noc(-c3cccc(Cl)c3)n2)cc1OC	10.5%	-2.5%	u	-5.9%	i	14.9%[10 µM]	-27.8%	u
O=C(Nc1nccs1)c1sc2ccccc2c1Cl	0.2%	-0.6%	-9.2%	-15.5%	-7.0%	-33.6%[10 µM]	-23.7%	u
O=C(Nc1ccccc1Cl)c1ccccc1Cc1ccccc1	23.6%	-0.2%	1.1%	-1.3%	-16.4%	30.2%[10 µM]	-9.0%	-10.1%

Already shown: entries from further up.
structure	L3MBTL1 inh	TR SRC2 fluor cs	Tau FP inhib	TRb SRC2 PPI	RECQ1 helicase	HTT ATP protect	Tau fluor counter	Tau fibril ThT
CCN(CCCNC(=O)C1CCC(=O)N1Cc1ccccc1Cl)c1cccc(C)c1 (stereo unspecified)	x	-2.1%	7.9%	-3.4%	-11.2%	3.8%	-23.6%	u
CC(=O)Nc1ccc2c(c1)OCCO2	-0.5%	-5.2%	-3.4%	0.4%	-0.7%	-12.6%	-3.8%	-7.7%
CC(=O)c1cccc(NC(=O)c2cnn(-c3cccc(C)c3)c2-n2cccc2)c1	x	-0.9%	-14.1%	5.3%	x	x	-14.1%	5.4%
COc1ccc(-c2noc(-c3cccc(Cl)c3)n2)cc1OC	10.5%	-2.5%	u	-5.9%	i	14.9%[10 µM]	-27.8%	u
O=C(Nc1nccs1)c1sc2ccccc2c1Cl	0.2%	-0.6%	-9.2%	-15.5%	-7.0%	-33.6%[10 µM]	-23.7%	u
O=C(Nc1ccccc1Cl)c1ccccc1Cc1ccccc1	23.6%	-0.2%	1.1%	-1.3%	-16.4%	30.2%[10 µM]	-9.0%	-10.1%

Other results follow:
structure	L3MBTL1 inh	TR SRC2 fluor cs	Tau FP inhib	TRb SRC2 PPI	RECQ1 helicase	HTT ATP protect	Tau fluor counter	Tau fibril ThT
Cc1ccc(C(=O)Nc2nnc(-c3ccco3)o2)cc1	-8.9%	-0.5%	4.8%	-1.5%	-2.0%	-2.8%[10 µM]	3.1%	1.1%
CC(=O)C1=C(C)NC(SCC(N)=O)=C(C#N)C1c1cccnc1 (stereo unspecified)	8.5%	-2.5%	-10.9%	-8.5%	-0.2%	-6.3%	-4.8%	-4.4%
Fc1ccc(Nc2nnc(C(F)(F)F)s2)cc1Cl	15.3%	-1.9%	-8.6%	7.4%	i	-3.1%[10 µM]	-19.7%	4.8%
COc1ccc(/C=C(/C#N)S(=O)(=O)c2ccc(C)cc2)cc1	x	0.1%	-14.1%	-3.0%	i	-1.1%	-17.2%	-21.2%
COc1ccc(CCNC(=O)CN2CCN(Cc3ccccc3F)C2=O)cc1OC	2.0%	-3.3%	u	0.6%	-1.8%	-4.2%[10 µM]	-7.4%	-5.1%
Cc1ccccc1N(CC(=O)Nc1ccc(S(=O)(=O)N2CCOCC2)cc1)S(C)(=O)=O	-2.8%	-3.9%	-9.2%	1.8%	-0.4%	-20.5%	-10.9%	-1.8%
C/C(=N\Nc1ccc(S(N)(=O)=O)cc1[N+](=O)[O-])c1ccc2c(c1)OCO2	-14.5%	-2.8%	-0.9%	1.9%	27.9%	-44.0%[inhibitor]	u	3.55µM*
Cc1cc(=O)n2[nH]c(SCc3ccccc3)nc2n1	x	0.7%	0.9%	2.0%	-3.2%	-20.6%	-11.9%	-12.3%
COc1ccc(N2CC(NC(=O)c3cccs3)CC2=O)cc1 (stereo unspecified)	x	1.7%	-1.7%	1.8%	x	x	2.6%	3.1%
CCOC(=O)COc1ccc2c(c1)C(=O)CC1(CCCCC1)O2	x	-3.4%	-16.8%	-9.2%	-1.4%	14.1%	-24.1%	-22.1%
CCCc1cc(C(=O)Nc2cccc(C(C)=O)c2)no1	6.0%	-2.5%	1.5%	7.9%	-5.6%	-19.9%	-0.3%	-3.8%
CCN1CCN(S(=O)(=O)Cc2ccccc2)CC1	-1.0%	2.7%	-5.7%	-6.8%	-9.2%	-1.6%[10 µM]	0.0%	6.0%

Other entries follow:
structure	L3MBTL1 inh	TR SRC2 fluor cs	Tau FP inhib	TRb SRC2 PPI	RECQ1 helicase	HTT ATP protect	Tau fluor counter	Tau fibril ThT
CCOc1ccc(Br)cc1S(=O)(=O)Nc1ccc(NC(=O)c2ccccc2F)cc1	-2.9%	1.4%[53 µM]	4.6%	4.3%[53 µM]	-12.6%	5.3%[10 µM]	u	-2.0%
CCOC(=O)c1ccc(NS(=O)(=O)c2ccc(SC)cc2)cc1	x	2.7%	u	-2.3%	-16.1%	0.7%	u	-8.9%
COc1cc2oc(=O)cc(-c3ccc(-c4ccc(C#N)cc4)cc3)c2c(OC)c1OC	5.5%	-1.0%	7.0%[81.3 µM]	-5.3%	-6.4%[81.1 µM]	33.0%	-17.9%[81.3 µM]	-9.9%[81.4 µM]
Cc1cccn2c(=O)c3cc(C(=O)NC(C)c4ccccc4)c(=N)n(CCCO)c3nc12 (stereo unspecified)	x	-3.4%	-7.3%	5.6%	x	x	-3.5%	1.5%
NCCc1nnc(SCC(=O)c2ccc(Cl)cc2)o1	-4.1%	-2.4%	-8.0%	-10.0%	-4.1%	-16.6%[10 µM]	-9.1%	-9.6%

Only part of the results is shown, so the mix of outcomes need not match the whole.
